SENP8 block-1: inhibitors of human SENP8 protease | Q96LD8 | purified SENP8, Z-RLRGG-aminoluciferin cleavage, luminescence | hit rate 1.2% among 330,000 | AID 2540 | inhibition, % at 10 µM; in the data active = inhibition above about 50%
Target sequence (Q96LD8 whole entry, looked up): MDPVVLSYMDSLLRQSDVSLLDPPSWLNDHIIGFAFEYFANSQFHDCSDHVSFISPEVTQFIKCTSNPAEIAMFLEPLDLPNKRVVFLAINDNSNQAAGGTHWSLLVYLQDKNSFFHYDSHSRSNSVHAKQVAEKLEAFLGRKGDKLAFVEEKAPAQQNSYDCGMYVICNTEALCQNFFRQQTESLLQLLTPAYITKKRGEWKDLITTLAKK
SENP7 block: SENP7 protease inhibition; Q9BQF6; recombinant SENP7, Z-RLRGG-aminoluciferin luminescence, 40 min; inhibition, % at 5 µM; hit rate 1.5% among 330,000; AID 434973;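 active = inhibition above about 50% at the single test dose, limit read from the data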;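 note: plate controls were DMSO with enzyme for no effect and no enzyme buffer wells for full effect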
Target sequence (Q9BQF6 706-1050 limits assumed): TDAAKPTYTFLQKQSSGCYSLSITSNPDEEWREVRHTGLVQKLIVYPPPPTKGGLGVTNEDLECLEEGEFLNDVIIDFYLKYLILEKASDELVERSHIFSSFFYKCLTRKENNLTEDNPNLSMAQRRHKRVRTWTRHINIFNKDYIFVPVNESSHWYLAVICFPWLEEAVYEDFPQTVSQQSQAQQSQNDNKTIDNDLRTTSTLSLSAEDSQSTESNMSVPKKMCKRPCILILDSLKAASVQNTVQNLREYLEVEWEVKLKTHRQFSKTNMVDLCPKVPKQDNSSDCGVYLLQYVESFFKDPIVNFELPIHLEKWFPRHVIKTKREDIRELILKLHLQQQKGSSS
HKDC1 inhibitor: HKDC1 (human) hexokinase inhibition | inhibition, % at 20 µM | recombinant HKDC1, G6PDH/diaphorase resazurin coupled fluorescence | AID 493160 | hit rate 0.16% among 340,000 | Q2TB90;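 active = inhibition above about 35% when tested at 20 µM, limit read from the data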;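 note: plate controls were DMSO wells with enzyme for no effect and DMSO wells lacking enzyme for full effect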
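test system = in-house recombinant HK5 (HKDC1) enzyme | amount = HKDC1 at 5 µg/mL | control set = DMSO-enzyme wells negative, buffer-substituted wells positive | compound = one dose of 20 µM, 1% DMSO | schedule = reaction time 90 min, room temperature, protected from light | technique = resorufin fluorescence at 613 nm | reagent = glucose with 1 mM ATP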
PfG6PD inh: PfG6PD (Plasmodium falciparum) enzyme inhibition. PfGluPho enzyme, NADPH resazurin-diaphorase fluorescence. inhibition, % at 20 µM. hit rate 0.78% among 350,000. AID 504690;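 active = inhibition reaching at least a set limit at 20 µM in the primary screen, cut at about 59% in these data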;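 note: 0% = DMSO wells with substrate and 100% = DMSO wells lacking glucose-6-phosphate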
SENP6 inh: inhibitors of human SENP6 protease. Recombinant SENP6 catalytic domain, aminoluciferin luminescence. hit rate 1.8% among 330,000. inhibition, % at 10 µM. AID 2599;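 active = inhibition above about 50% at the single tested dose, limit read from the data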;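 note: plate controls were DMSO wells with enzyme for no effect and DMSO wells lacking enzyme for full effect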
UBC13 polyUb: inhibitors of human UBC13 polyubiquitin chain formation; TR-FRET; inhibition, % at 20 µM; hit rate 0.47% among 330,000; in the data active = inhibition above about 45%, passing the limit was not always enough
Target sequence (P61088 whole entry, looked up): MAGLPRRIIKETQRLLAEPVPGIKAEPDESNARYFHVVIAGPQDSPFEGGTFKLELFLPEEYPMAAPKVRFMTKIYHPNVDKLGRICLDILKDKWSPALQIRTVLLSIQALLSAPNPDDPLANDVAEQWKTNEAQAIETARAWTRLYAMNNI
SENP8 block-2: SENP8 (human) protease inhibition | AID 602440 | Q96LD8 | inhibition, % at 20 µM | recombinant SENP8, Nedd8 substrate fluorescence | hit rate 0.64% among 360,000; in the data active = inhibition mostly above about 40%, no sharp cut-off; inactive = mostly below about 27%
SENP1 inh: blocks the human SENP1 SUMO protease catalytic domain; recombinant SENP1 catalytic domain, CyPet-SUMO1-YPet FRET cleavage; hit rate 0.21% among 360,000; inhibition, % at 10 µM; Q9P0U3;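 active = inhibition at least 30% at 10 µM, raw YFP signal under a set limit, fluorescence ratio 0.5 to 1.5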;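 note: 0% = enzyme with DMSO and 100% = no enzyme wells; some results filed as inactive read as strong as hits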
Target sequence (Q9P0U3 419-644 limits assumed): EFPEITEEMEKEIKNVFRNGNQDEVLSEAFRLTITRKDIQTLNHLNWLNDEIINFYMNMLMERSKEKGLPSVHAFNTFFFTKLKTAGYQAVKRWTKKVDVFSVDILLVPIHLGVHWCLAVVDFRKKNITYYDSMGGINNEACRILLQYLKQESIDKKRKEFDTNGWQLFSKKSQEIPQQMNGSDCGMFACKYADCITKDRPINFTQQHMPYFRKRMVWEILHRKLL
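Controls: no-enzyme wells low, DMSO-plus-enzyme wells high control. Test system: human recombinant His6-tagged SENP1 catalytic domain enzyme. Reagent: SFCypet-SUMO1-SFYpet FRET protein substrate, 25 nM final. Doses: one dose per compound, 10 µM, 0.5% DMSO. Detection: FRET, CFP and YFP emission. Timing: 50 min reaction at room temperature.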
beta cell repl: inducers of beta-cell replication in MIN6 cells | MIN6 cells proliferation, ATPlite luminescence, 48 h; cells starved in 0.2% serum; 100% = growth in 10% serum | proliferation, % at 10 µM | hit rate 0.29% among 330,000;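 active = compounds whose signal lies at least 3.5 SD above the mean of all wells on their plate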;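 note: 0% = DMSO-treated cells in low-serum medium and 100% = 10% serum control; some compounds called inactive have numbers as strong as hits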
* marks the source's active call; other numbers are inactive results; . = not tested or not shown.

(1) CCCCOC1(c2ccccc2)NC(=S)NN=C1c1ccccc1 (stereo not drawn)
(2) Cc1c(C)n(CC(O)CN(CCO)CCO)c2ccccc12 (stereo not drawn)
(3) CCOC(=O)c1cc(-c2ccc(OC)cc2)n(CCC(=O)NC2CCN(Cc3ccccc3)CC2)c1C
(4) CC(Sc1nnc2ccccn12)C(=O)N1CCc2ccccc2C1 (stereo not drawn)
(5) Cc1cc(-n2c(C)cc(C(=O)COc3ccc(F)c(F)c3)c2C)no1
(6) O=C1CN(C(=O)COC(=O)/C=C/c2ccc(F)cc2)c2ccccc2N1
(7) CCOC(=O)N1CCC(NC(=O)C(Cc2ccccc2)NC(=O)C2CCCCC2)CC1 (stereo not drawn)
(8) O=C(COC(=O)CNS(=O)(=O)c1c(Cl)cccc1Cl)Nc1cccnc1Cl
compound no.	1	2	3	4	5	6	7	8
SENP8 block-1	-8	-3	-10	1	46	-1	-4	-12
SENP7 block	-9	-5	5	1	40	-6	4	-10
HKDC1 inhibitor	.	-6	-14	5	7	-2	0	-8
PfG6PD inh	.	1	9	-7	61*	-3	-5	-2
SENP6 inh	-12	-19	-10	-8	64*	-18	-7	-9
UBC13 polyUb	-7	-5	20	-5	2	9	3	-4
SENP8 block-2	.	4	3	-3	2	4	17	-4
SENP1 inh	.	-1	-1	1	-4	0	-2	-1
beta cell repl	-2	1	-5	4	-7	-3	0	-3

(9) CC(=O)c1c(C)[nH]c(C(=O)NCc2ccc(C)cc2)c1C
(10) CCN1C(=NCCCCO)N[C@@H](c2cccc(C(F)(F)F)c2)C(C(=O)OC)=C1C
(11) COc1ccc(Cc2noc(CN(C)C3CC(C)(C)NC(C)(C)C3)n2)cc1OC
(12) Cc1cccc(C)c1N(CC(=O)NCc1ccco1)C(=O)CNS(=O)(=O)c1ccc(F)cc1
(13) N#C/C(=C\c1cccs1)C(=O)NCc1ccco1
(14) O=C(Nc1ccc(S(=O)(=O)N2CCCCC2)cc1)C1CC(=O)N(c2ccccc2)C1 (stereo not drawn)
(15) CN(C)C=Nc1ccc(Cl)c(Cl)c1
(16) COc1c(C)cc(C(=O)C2CCCN(S(=O)(=O)c3c(C)noc3C)C2)cc1C (stereo not drawn)
compound no.	9	10	11	12	13	14	15	16
SENP8 block-1	-3	-4	-8	8	-1	3	1	3
SENP7 block	-3	-2	-5	3	9	3	5	3
HKDC1 inhibitor	-3	-4	-3	-1	2	1	-3	-8
PfG6PD inh	-15	-5	8	17	-1	3	-4	-4
SENP6 inh	-8	-3	-3	28	-13	-2	-5	1
UBC13 polyUb	6	6	-11	0	9	-1	6	6
SENP8 block-2	11	-1	29	8	24	8	18	4
SENP1 inh	1	-6	3	2	-1	1	0	2
beta cell repl	0	6	-1	1	-2	-2	4	-1

Ordered by count of non-hydrogen atoms (ascending): some entries from above
(15) CN(C)C=Nc1ccc(Cl)c(Cl)c1
(13) N#C/C(=C\c1cccs1)C(=O)NCc1ccco1
(9) CC(=O)c1c(C)[nH]c(C(=O)NCc2ccc(C)cc2)c1C
(6) O=C1CN(C(=O)COC(=O)/C=C/c2ccc(F)cc2)c2ccccc2N1
(11) COc1ccc(Cc2noc(CN(C)C3CC(C)(C)NC(C)(C)C3)n2)cc1OC
(14) O=C(Nc1ccc(S(=O)(=O)N2CCCCC2)cc1)C1CC(=O)N(c2ccccc2)C1 (stereo not drawn)
(7) CCOC(=O)N1CCC(NC(=O)C(Cc2ccccc2)NC(=O)C2CCCCC2)CC1 (stereo not drawn)
(12) Cc1cccc(C)c1N(CC(=O)NCc1ccco1)C(=O)CNS(=O)(=O)c1ccc(F)cc1
compound no.	15	13	9	6	11	14	7	12
SENP8 block-1	1	-1	-3	-1	-8	3	-4	8
SENP7 block	5	9	-3	-6	-5	3	4	3
HKDC1 inhibitor	-3	2	-3	-2	-3	1	0	-1
PfG6PD inh	-4	-1	-15	-3	8	3	-5	17
SENP6 inh	-5	-13	-8	-18	-3	-2	-7	28
UBC13 polyUb	6	9	6	9	-11	-1	3	0
SENP8 block-2	18	24	11	4	29	8	17	8
SENP1 inh	0	-1	1	0	3	1	-2	2
beta cell repl	4	-2	0	-3	-1	-2	0	1

Further records.
(17) CCOc1cc(/C=N/NC(=O)c2ccccc2-n2cccc2)ccc1O
(18) CCN(CC)c1ccc(C2NCC(c3ccc([N+](=O)[O-])cc3)O2)cc1 (stereo not drawn)
(19) CCc1cccc(C)c1NC(=O)c1cccc(N(C)C)c1
(20) CCCCNC(=S)NNC(=O)c1cc(C2CC2)nc2ccccc12
(21) O=C(c1ccc(Cl)cc1)c1c[nH]cc1-c1ccccc1
(22) COc1ccc(-c2noc(-c3ccccc3C(=O)N3CCOCC3)n2)cc1
(23) C=CCC1(CC=C)CCCN1C(=O)Cn1nnnc1CN(C)C(C)C
(24) CCCCNCC(=O)Nc1ccc(NC(=O)CNCCCC)cc1
compound no.	17	18	19	20	21	22	23	24
SENP8 block-1	5	3	-3	6	-5	-1	-8	-13
SENP7 block	-2	6	-8	5	3	9	6	-11
HKDC1 inhibitor	-5	0	-9	-6	-3	11	0	-2
PfG6PD inh	2	7	31	-5	12	-14	-8	-21
SENP6 inh	3	-3	7	-2	2	12	-10	-4
UBC13 polyUb	-13	-6	-2	-4	2	1	-5	1
SENP8 block-2	-33	-2	-326	-62	7	4	1	26
SENP1 inh	1	-5	3	0	0	1	-1	3
beta cell repl	-3	-1	-2	4	1	0	4	0

(25) CCOC(=O)C1CCCN(CC(=O)N(C)c2c(N)n(Cc3ccccc3)c(=O)[nH]c2=O)C1 (stereo not drawn)
(26) CCCCn1cnc2c(cnn2-c2ccc(F)cc2)c1=O
(27) CCOc1ccc(-n2c(SCc3ccc(C#N)cc3)nnc2-c2cccnc2)cc1
(28) Cc1nnc(SCC(=O)Nc2ncc(Cl)cc2Cl)n1Cc1ccccc1
(29) CCc1n[nH]c2c1/C(=N/O)CCC2
(30) O=C(COc1ccccc1Cl)Nc1ccc(N2CCCC2)cc1
(31) O=C(Nc1nnc(CCc2ccccc2)s1)c1cccc(F)c1
(32) CC1CCCC(NC(=O)c2ccc(F)c(S(=O)(=O)N3CCOCC3)c2)C1C (stereo not drawn)
compound no.	25	26	27	28	29	30	31	32
SENP8 block-1	1	-11	-11	7	2	-13	8	-4
SENP7 block	-1	-5	9	0	-4	-28	61*	3
HKDC1 inhibitor	1	6	6	-2	-2	-1	-5	2
PfG6PD inh	-6	0	-6	-1	11	-3	-15	-2
SENP6 inh	-11	-54	8	-19	-14	4	44	-11
UBC13 polyUb	5	-7	7	3	4	-13	-1	-3
SENP8 block-2	11	26	24	16	4	-4	1	7
SENP1 inh	-2	-1	2	3	2	-1	2	0
beta cell repl	-2	0	0	2	1	-2	-1	-4

(33) Cc1ccc(S(=O)(=O)C(CCC(=O)c2ccc(Cl)cc2)C(N)=O)cc1 (stereo not drawn)
(34) COc1cccc(CN(C)C(=O)C2CCN(S(=O)(=O)c3cccs3)CC2)c1OC
(35) S=C(Nc1ccccc1)N1CCC(C2CCN(C(=S)Nc3ccccc3)CC2)CC1
(36) O=C(CN1C(=O)NC2(CCCC2)C1=O)Nc1ccccc1-c1ccccc1
(37) CCCn1nnc(NC(=O)c2ccc(-c3ccccc3)cc2)n1
(38) Cc1cc(C)nc(NS(=O)(=O)c2ccc(NC(=O)c3ccccc3[N+](=O)[O-])cc2)n1
(39) CCOC(=O)c1ccc(CSc2nnc(N)s2)cc1
(40) Cc1ccc2c(CC(=O)OCc3csc(C)n3)coc2c1
compound no.	33	34	35	36	37	38	39	40
SENP8 block-1	-6	4	-4	6	37	7	-9	-6
SENP7 block	-6	8	2	-2	1	-4	-13	0
HKDC1 inhibitor	1	-5	2	-9	-3	-3	0	3
PfG6PD inh	2	13	5	-4	-18	-6	2	4
SENP6 inh	-5	-23	4	-1	44	1	-11	-2
UBC13 polyUb	-12	1	-1	2	0	-3	-7	3
SENP8 block-2	7	8	.	18	5	0	2	27
SENP1 inh	3	-2	.	1	0	0	0	1
beta cell repl	3	4	-1	-3	-4	-2	0	-2

(41) CCC1CCCCN1CCCNC(=O)Cn1nc(-c2ccccc2)ccc1=O (stereo not drawn)
(42) Cc1ccc(CN2CC[C@H]3C=CCc4cccc(c43)C2)cc1
(43) O=C(O)CSc1c2c(nc3cc(C(=O)N4CCCC4)ccc13)CCCC2
(44) Cc1cc(-c2nc3cccnc3s2)ccc1NS(=O)(=O)c1cccs1
(45) Cc1cc(NCCCn2ccnc2)n2nc(-c3ccc(F)cc3)cc2n1
(46) CCNc1nc(-c2ccc(Cl)cc2)cs1
(47) Cc1cccc(NC(=O)CSc2nnc(CCNC(=O)OC(C)(C)C)o2)c1C
(48) Cc1sc2nc(CN3CCOCC3)nc(Oc3ccc(NC(=O)c4ccco4)cc3)c2c1C
compound no.	41	42	43	44	45	46	47	48
SENP8 block-1	-4	3	0	91*	2	72*	2	-12
SENP7 block	0	6	5	74*	6	62*	-8	-6
HKDC1 inhibitor	7	0	-1	2	-7	-2	-4	-3
PfG6PD inh	4	10	-10	-39	13	19	10	-15
SENP6 inh	-38	8	5	95*	-12	85*	-11	-3
UBC13 polyUb	-7	17	-7	5	11	-11	2	-10
SENP8 block-2	9	-4	3	-396	-133	13	9	32
SENP1 inh	-3	-12	-7	-29	-18	1	-1	-2
beta cell repl	-3	0	-4	-4	-2	-1	-1	-1

(49) CC(C)C(=O)NC(c1ccc(N(C)C)cc1)c1c(O)ccc2ccccc12 (stereo not drawn)
(50) CCOc1ccc(CN(C)c2nc(-c3cccnc3)nc3ccccc23)cc1OC
(51) CCOc1ccc(C(=O)COC(=O)c2nn(CC)c(=O)c3ccccc23)cc1
(52) Cc1ccc(OCCOCCNC(C)C)c(Br)c1
(53) COc1ccc(CN(C)CC(=O)NC(=O)NCc2ccccc2)c(OC)c1
(54) O=C1CC(c2ccco2)Sc2nc3ccccc3n21 (stereo not drawn)
(55) CCN(c1cccc(C)c1)C1C(=O)c2ccccc2N1C(C)=O (stereo not drawn)
(56) COc1ccc(-n2nc([N+](=O)[O-])c(=NCCc3cccc(C)c3)n2O)cc1
(57) COC(=O)c1cn(-c2ccccc2)nc1-c1ccncc1
(58) O=C(CSc1nnc(COc2ccc(Cl)cc2)o1)OC1CCCCC1
(59) CC(C)CC1c2[nH]c3ccccc3c2CCN1C(=O)c1cnccn1 (stereo not drawn)
compound no.	49	50	51	52	53	54	55	56	57	58	59
SENP8 block-1	1	-3	-2	-6	3	10	-7	2	0	6	1
SENP7 block	6	-3	-6	9	5	2	4	-9	3	-1	7
HKDC1 inhibitor	15	-1	-1	1	-8	5	11	-1	-3	5	-6
PfG6PD inh	16	18	0	3	-4	3	23	1	-24	-12	2
SENP6 inh	-1	-28	-17	-6	12	-9	-1	-8	6	1	13
UBC13 polyUb	5	5	1	3	11	7	2	-17	0	0	14
SENP8 block-2	-53	-38	-1	8	2	0	-28	-103	25	11	.
SENP1 inh	1	0	1	-1	1	-18	-8	-2	3	0	.
beta cell repl	1	-2	-2	0	0	-1	1	-4	-1	-4	1
